Screening results: PubChem, National Center for Advancing Translational Sciences (NCATS)
ELG1 genotox = inducers of genotoxicity in HEK293T ELG1-luciferase cells; HEK293T ELG1-luciferase reporter, luminescence, 16 h; Potency, µM (titrated, usually from 46 µM), for inactives: at the highest dose activity change, positive = activation, hits mostly activators; 330,000 tested, 1.3% active; also: potency is read from the fitted curve at half-maximal effect; % of control where 0% means no effect; nearly all actives have a fitted effect of over 60% in size
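Quantitative HTS format in 1536-well plates. HEK293T ELG1-luciferase reporter cells receive test compound and are incubated 16 hr at 37 °C, 5% CO2; ONE-Glo added, 30 min room temperature, then luminescence read.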
TRPV1 agonist = agonists of human vanilloid receptor 1 (TRPV1); Q8NER1; TRPV1-expressing cells, Fluo-8 calcium influx, agonist mode; activation, % at 8.33 µM; 320,000 tested, 0.19% active; AID 540275; in the data active = activation above about 80%; inconclusive = between about 30% and that limit; also: 0% is about no effect
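TRPV1-expressing cells were cultured overnight at 35.5C and loaded with Fluo-8 calcium dye for 40 to 90 min at room temperature. After a 10 s baseline, compound was added and calcium influx was read kinetically for 3 min (ex 480/em 520 nm).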
VP16 counter = Gal4-VP16 reporter inhibition counter-screen; Drosophila S2 Gal4-VP16 UAS-luciferase, luminescence, 20 h; Potency, µM (top dose mostly 53.6 µM), for inactives: top-dose activity, negative = inhibition, actives largely listed as inhibitors; 310,000 tested, 3.5% active;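 also: Gal4-VP16 expression switched on by copper sulfate through the metallothionein promoter; potency is read from the fitted curve at half-maximal effect; % is scaled to controls: 0 for no effect and ±100 for the full control effect; nearly all actives have a fitted effect of over 50% in size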
Rab9 promoter act = Rab9 promoter activation; AID 485297; 320,000 tested, 2.8% active; Potency, µM (top dose mostly 9.22 µM), for the others: at the highest dose activation, negative = inhibition, hits mostly activators; Huh7 Rab9 promoter-luciferase reporter, luminescence, 24 h; also: potency is read from the fitted curve at half-maximal effect; % of control where 0% means no effect; nearly all actives have a fitted effect of over 60% in size
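Luminescence read-out: Huh7 cells stably expressing Rab9-luciferase, treated 24 h with compound at 37 °C, then lysed with luciferase reagent for 10 min at ambient before reading.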
NPC1 promoter act = activators of NPC1 promoter | Potency, µM (top dose mostly 9.22 µM), for the others: at the top dose activation, most hits filed as activators | Huh7 NPC1 promoter luciferase reporter, 24 h | 320,000 tested, 2.4% active;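 also: potency is read from the fitted curve at half-maximal effect; % of control where 0% means no effect; nearly all actives have a fitted effect of over 60% in size; reporter is driven by a mutant NPC1 promoter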
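Stable NPC1-promoter luciferase Huh7 line; cpd (DMSO) 24 h, 37 °C, 5% CO2; Amplite luciferase reagent 10 min RT; luminescence readout. qHTS format.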
Tb PFK inh = T. brucei PFK enzyme inhibition. O15648. T. brucei PFK, ADP-Glo luminescence. 330,000 tested, 0.17% active. Potency, µM (series often up to 57.5 µM), for the others: at the top dose activity, negative = inhibition, actives largely listed as inhibitors. AID 485367;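 also: potency is read from the fitted curve at half-maximal effect; 0% = uninhibited 1x PFK enzyme wells and -100% = no-enzyme wells; nearly all actives have a fitted effect of over 60% in size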
Target sequence (O15648 whole entry, looked up): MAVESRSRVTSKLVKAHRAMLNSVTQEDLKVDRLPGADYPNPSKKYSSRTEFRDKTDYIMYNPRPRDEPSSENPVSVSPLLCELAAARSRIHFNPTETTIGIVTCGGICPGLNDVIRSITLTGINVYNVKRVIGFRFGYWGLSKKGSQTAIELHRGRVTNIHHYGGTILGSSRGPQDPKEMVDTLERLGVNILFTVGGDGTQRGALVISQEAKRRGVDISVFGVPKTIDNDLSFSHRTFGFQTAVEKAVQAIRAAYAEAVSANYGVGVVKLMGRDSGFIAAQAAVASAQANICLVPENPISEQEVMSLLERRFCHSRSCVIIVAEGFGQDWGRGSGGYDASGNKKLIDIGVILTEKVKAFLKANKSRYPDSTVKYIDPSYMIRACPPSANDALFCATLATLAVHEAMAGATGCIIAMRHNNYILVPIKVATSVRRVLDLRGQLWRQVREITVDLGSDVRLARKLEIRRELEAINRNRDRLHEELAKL
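1.25 nM PFK with 0.5 mM F6P and 0.1 mM ATP in 0.1 M TEA pH 8.0, 5 mM MgCl2, incubated 45 min at room temperature; ADP measured by ADP-Glo luminescence; compounds titrated up to 57 uM.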
RORgamma inh = blocks mouse ROR gamma transcriptional activity; P51450; Drosophila S2 Gal4-RORgamma UAS-luciferase reporter, 20 h; Potency, µM (titrated, usually from 53.6 µM), inactives show top-dose activity change, negative = inhibition, most hits filed as inhibitors; 310,000 tested, 5.4% active; AID 2551; also: potency is read from the fitted curve at half-maximal effect; % is scaled to controls: 0 for no effect and ±100 for the full control effect; nearly all actives have a fitted effect of over 60% in size
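Using a luciferase readout, inhibitors were identified by reduced reporter activity in Drosophila cells coexpressing a copper-inducible Gal4–ROR gamma fusion and UAS-driven Photinus luciferase, incubated 20 hr after 700 uM copper sulfate.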
FLuc counter = counter-screen for miR-21 project: firefly luciferase inhibitors or activators. Potency, µM (highest dose often 57.5 µM), without a hit: at the highest dose activity change, negative = inhibition, usual class: inhibitors. purified FLuc, Km substrates, luminescence inhibition. 360,000 tested, 6.9% active. P08659;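 also: potency is read from the fitted curve at half-maximal effect; plate controls were vehicle for no effect and reference inhibitor for full effect; nearly all actives have a fitted effect of over 55% in size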
Target sequence (P08659 whole entry, looked up): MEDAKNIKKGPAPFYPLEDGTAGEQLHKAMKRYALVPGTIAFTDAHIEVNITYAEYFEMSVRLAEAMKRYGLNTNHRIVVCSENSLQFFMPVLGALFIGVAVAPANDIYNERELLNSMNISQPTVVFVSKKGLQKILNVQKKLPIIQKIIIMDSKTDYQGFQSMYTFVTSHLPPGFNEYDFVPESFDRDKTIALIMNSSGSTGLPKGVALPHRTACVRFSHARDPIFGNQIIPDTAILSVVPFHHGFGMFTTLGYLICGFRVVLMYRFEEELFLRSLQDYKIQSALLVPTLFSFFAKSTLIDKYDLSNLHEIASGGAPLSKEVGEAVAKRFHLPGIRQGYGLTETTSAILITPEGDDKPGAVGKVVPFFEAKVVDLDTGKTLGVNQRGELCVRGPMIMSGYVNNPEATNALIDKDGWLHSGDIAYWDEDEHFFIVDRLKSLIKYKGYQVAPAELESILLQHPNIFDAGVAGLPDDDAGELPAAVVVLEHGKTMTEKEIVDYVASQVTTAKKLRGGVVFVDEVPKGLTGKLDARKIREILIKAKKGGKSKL
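Biochemical qHTS of compounds, final roughly 60 µM downward over six points, against 10 nM purified firefly luciferase using Km concentrations of substrates (10 uM D-luciferin, 10 uM ATP) in Tris acetate pH 7.5 buffer; luminescence output.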
BRCA1 expr act = increases BRCA1 expression; MCF7-BRCA1-FFLuc reporter, luminescence, 48 h; response scale: scaled: vehicle 0%, 10 µM genistein 100%; Potency, µM (highest dose often 46.1 µM), for the others: at the top dose activation, usual class: activators; 380,000 tested, 1.1% active; AID 624202; also: potency is read from the fitted curve at half-maximal effect; nearly all actives have a fitted effect of over 80% in size; some results filed as inactive show a strong effect at the top dose
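Quantitative HTS in MCF7 cells stably reporting BRCA1 expression via firefly luciferase. Compound treatment lasts 48 h at 37 °C in phenol-red free MEM. Activation is expressed relative to genistein at 10 microM and DMSO.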
p53 reactivation = mutant p53 re-activation in reporter cells. AID 504706. Potency, µM (series often up to 92.2 µM), inactives show at the highest dose activity change, positive = activation, actives largely listed as activators. 320,000 tested, 0.063% active. H1299 p53-A138V BP100-luciferase reporter, luminescence, 24 h; also: potency is read from the fitted curve at half-maximal effect; % of control where 0% means no effect; nearly all actives have a fitted effect of over 45% in size
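p53-null H1299 cells stably carrying temperature-sensitive p53-A138V and a BP100-luciferase reporter were pinned with compounds (4-point, 1:5 series) and held 24 hrs at 37 deg C. Luminescence was read 10 min after detection reagent.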
ELG1 repair inh = inhibitors of ELG1-dependent DNA repair in HEK293T cells | HEK293T ELG1-luciferase reporter, luminescence, 16 h; DNA damage induced by 5-fluorouridine | Potency, µM (highest dose often 46.1 µM), for the others: top-dose activity change, negative = inhibition, hits mostly inhibitors | 330,000 tested, 2.3% active | AID 504467; also: potency is read from the fitted curve at half-maximal effect; % is scaled to controls: 0 for no effect and ±100 for the full control effect; nearly all actives have a fitted effect of over 55% in size
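5-Fluorouridine DNA damage + compound/DMSO, 2,000 cells/well, 16 h, 37 °C/5% CO2. ONE-Glo, 30 min RT, luminescence. Readout = decrease in reporter signal.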
Numbers without * were called inactive; u = inconclusive; x = not tested or not shown; & = joins results of further samples; [ ] = remark or other dose. Unless noted, calls follow the shape of the dose curve; as a rule, active = well fitted curve in the direction sought with a large enough effect; inconclusive = small, poorly fitted or top-dose-only effect, or another doubt; inactive = no such curve, though single readings can be large; an effect the other way counts as inactive or inconclusive. Rows were taken by chance; overall some 15% were active at least once.

Under each structure – ELG1 genotox	TRPV1 agonist	VP16 counter	Rab9 promoter act	NPC1 promoter act	Tb PFK inh	RORgamma inh	FLuc counter	BRCA1 expr act	p53 reactivation	ELG1 repair inh
- O=S1(=O)CCC(NC(=S)SCc2ccccc2Br)C1 (configuration not stated)
  -3%	3	u	2%	-9%	-10%	u	-9%	-23%	8%	15%
- N#CC1=C(N)Oc2cc(N)ccc2C1c1cccc(F)c1 (configuration not stated)
  1%	-1	0%	-27%	-32%[inhibitor]	2%	-22%	2%	-29%	-12%	2.9µM*
- COc1ccc2nc(NC(=O)C3CCCN(S(=O)(=O)c4cccc5nsnc45)C3)sc2c1 (configuration not stated)
  -33%[inhibitor]	0	-1%[0.365 µM]	-7%	-1%	-1%	37%	1%	0%	-9%	12µM*
- O=C1C2Sc3[nH]c(=O)sc3C(c3cc([N+](=O)[O-])ccc3O)C2C(=O)N1c1ccccc1 (configuration not stated)
  1%	-2	-3%	2%	0%	-2%	1%	-6%	-12%	2%	4%
- Cc1ccc(S(=O)(=O)N2CCN(C(=O)N3CCCC3)CC2)cc1
  -1%	0	11%	-3%	1%	3%	12%	-1%	-4%	-2%	8%
- CC(C)c1ccc(-c2c(C#N)c(N)nc(SCC(=O)N3CCCCC3)c2C#N)cc1
  18%	16	-7%	-3%	-3%	-2%	-5%	-1%	-18%	0%	u
- Cc1noc(C)c1NC(=O)N(C)C[C@H]1Oc2ccc(NS(=O)(=O)c3c(C)noc3C)cc2C(=O)N([C@H](C)CO)C[C@@H]1C
  3%	x	x	x	x	4%	x	x	0%	3%	u
- Cc1nc2ccccc2c(=O)n1NC(=O)c1cccc(Cl)c1
  -2%	11	-4%	-6%	0%	6%	-9%	0%	-8%	-6%	-5%
- COc1ccc(C(=O)N(C)Cc2ccc(C)o2)cc1OC1CCN(C(C)C)CC1
  6%	-3	0%	-6%	1%	0%	-1%	0%	-25%	14%	13%
- O=C(CSc1nc2ccc([N+](=O)[O-])cc2s1)NCC1CCCO1 (configuration not stated)
  -2%	1	-7%	7%	1%	2%	18%	1%	-16%	-3%	-2%
- Cc1ccc(N(C)C(=O)CCS(=O)(=O)c2ccc3c(c2)oc(=O)n3C)cc1
  -1%	2	-2%	-2%	0%	-4%	11%	-1%	3%	-8%	20%
- O=C(Cc1ccc(F)cc1)NCCS(=O)(=O)N1CCN(c2ccccc2)CC1
  -2%	3	x	-3%	-8%	-7%	x	0%	-34%	-4%	u
- CC(C)CCN1C(=O)c2ccc(C(=O)Nc3cccc(S(N)(=O)=O)c3)cc2C1=O
  4%	u	u	-6%	1%	0%	u	2%	-3%	5%	-19%
- COCCOC(=O)C(C#N)c1nc2ccccc2nc1N1CCCC1 (configuration not stated)
  -1%	6	17%	-40%[inhibitor]	-3%	2%	-2%	6%	2%	-22%	-23%
- CCN(CC)S(=O)(=O)c1ccc(/C=C/C(=O)OCC(=O)Nc2ccc(C(N)=O)cc2)cc1
  4%	3	-3%	-3%	-9%	0%	12%	-2%	-7%	-2%	8%
- Cc1cc(C)nc(N/N=C/c2ccc([N+](=O)[O-])o2)n1
  -12%	-6	-10%	-2%	7%	15%	-25%	-14%	-19%	12%	u
- Cc1ccc2nc(C)cc(N/N=C/c3cccc(O)c3)c2c1
  -2%	0	1%	-1%	-1%	2%	0%	0%	0%	-23%	-16%
- C=CCc1ccc(OCC(O)CN2CCCCC2C)c(OC)c1 (configuration not stated)
  4%	1	0%	3%	0%	-3%	1%	1%	-22%	12%	-4%
- O=C(NNC(=O)C1CC(=O)N(c2ccc3c(c2)OCCO3)C1)c1ccc(F)cc1 (configuration not stated)
  0%	1	x	2%	4%	3%	x	5%	54%	1%	u
- CC(C)(CSc1ccccn1)NS(=O)(=O)c1ccccc1
  -3%	7	6%	-4%	1%	-1%	-2%	5%	2%	-8%	7%
- CCOC(=O)N1CCN(c2ncnc3c2oc2nc(C(C)C)c4c(c23)CCC4)CC1
  -5%	1	1%	4%	-4%	-2%	41%	-2%	1%	-3%	19%
- Cc1nc2ccccc2c(=O)n1CC(=O)N1CCOCC1
  2%	0	-8%	2%	-1%	0%	5%	0%	-8%	u	13%
- CCOc1ccc(CCNC(=O)CN2CCN(Cc3ccccc3C)C2=O)cc1OCC
  -10%	2	-9%	2%	5%	5%	-4%	2%	-14%	2%	u
- C[C@@H]1O[C@@H](O[C@H]2[C@H](Oc3cc(O)c4c(c3)O[C@H](c3ccc(O)cc3)CC4=O)O[C@H](CO)[C@@H](O)[C@@H]2O)[C@H](O)[C@H](O)[C@H]1O
  1%	1	-14%&-2%	1%	-7%	1%	u	4%	1%	1%	-17%
- COc1ccc(CCC(=O)NNC(=O)Nc2cccc(Cl)c2)cc1
  -4%	-2	12%	-2%	-3%	-5%	-21%	-1%	-20%	6%	1%
- Cc1ccc(C(=O)N/C(=C\c2ccc(F)cc2)C(=O)NCCCn2ccnc2)cc1
  -4%	1	0%	-4%	2%	0%	11%	2%	-3%	-2%	3%
- Cc1ccc(C(=O)NCCCN2CCOCC2)cc1N1CCCC1=O
  2%	-6	-6%	6%	-3%	-1%	2%	2%	-13%	4%	-1%
- CC(C)(C)Nc1nc(NCc2cccnc2)nc(N2CCOCC2)n1
  -1%	-2	-8%	-1%	2%	2%	13%	2%	0%	-15%	-4%
- CCC1CCc2c(n(C)c3ccccc3c2=O)O1 (configuration not stated)
  5%	1	6%	2%	0%	-4%	17%	-18%	30%	21%	9%
- CC(C)(C)CN1CCN(CC#Cc2ccccc2)CC1CCO (configuration not stated)
  0%	12	5%	11%	-1%	-1%	-18%	-27%	-65%	-13%	-7%
- Cc1cccc(C(=O)NNC(=O)c2ccc(F)cc2)c1
  5%	5	u	4%	-3%	-1%	-10%	-3%	35%	u	u
- CNC(=O)c1ccccc1Sc1ccccc1CO
  2%	0	10%	0%	0%	1%	-9%	4%	4%	1%	22%
- COCC(=O)N(c1ccc(C(C)C)cc1)C1C=CS(=O)(=O)C1 (configuration not stated)
  -7%	-2	-1%	-8%	0%	7%	-1%	-1%	1%	7%	13%
- CCN(CC)S(=O)(=O)c1ccc(-c2ccc(S(=O)(=O)N(CC)CC)cc2)cc1
  -8%	4	u	-16%	-7%	0%	-22%	1%	-71%	-2%	6.5µM*
- O=C(CN1CCCc2ccccc21)Nc1ccccc1[N+](=O)[O-]
  3%	1	-6%	-3%	-1%	-6%	-2%	-4%	-8%	7%	2%
- CCOC(=O)C(NCCOC)(NC(C)=O)C(F)(F)F (configuration not stated)
  -3%	10	-3%	-4%	-2%	0%	4%	-1%	6%	-5%	0%

Already shown: 5 of the compounds above.
Under each structure – ELG1 genotox	TRPV1 agonist	VP16 counter	Rab9 promoter act	NPC1 promoter act	Tb PFK inh	RORgamma inh	FLuc counter	BRCA1 expr act	p53 reactivation	ELG1 repair inh
- CCC1CCc2c(n(C)c3ccccc3c2=O)O1 (configuration not stated)
  5%	1	6%	2%	0%	-4%	17%	-18%	30%	21%	9%
- CC(C)(C)CN1CCN(CC#Cc2ccccc2)CC1CCO (configuration not stated)
  0%	12	5%	11%	-1%	-1%	-18%	-27%	-65%	-13%	-7%
- Cc1cccc(C(=O)NNC(=O)c2ccc(F)cc2)c1
  5%	5	u	4%	-3%	-1%	-10%	-3%	35%	u	u
- CNC(=O)c1ccccc1Sc1ccccc1CO
  2%	0	10%	0%	0%	1%	-9%	4%	4%	1%	22%
- COCC(=O)N(c1ccc(C(C)C)cc1)C1C=CS(=O)(=O)C1 (configuration not stated)
  -7%	-2	-1%	-8%	0%	7%	-1%	-1%	1%	7%	13%
